NALP1 inh = NALP1 inhibition. S. cerevisiae NALP1/ASC/caspase-1 growth, X-gal OD620, 72 h. inhibition, % at 10 µM. actives 0.61% (n = 280,000). AID 2071; in the data active means inhibition mostly above about 24%, no sharp cut-off; inactive means mostly below about 32%; further: some compounds called inactive have numbers as strong as hits
OXTR potentiate = potentiates the human oxytocin receptor response; activation, % at 3 µM; P30559; AID 2445; CHO-OTR cells, Fluo-8 calcium fluorescence, potentiator mode; 0% = oxytocin EC15, 100% = EC100; actives 0.061% (n = 320,000);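 active means activation above that plate's cutoff, the mean activation of tested compounds plus 3 SD, cut at about 6.6% in these data, passing the limit was not always enough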;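 further: 100% uses oxytocin at 75 nM as the full agonist control; some results filed as inactive read as strong as hits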
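Assay system: CHO cell line stably expressing human OTR. Reagent: EC15 oxytocin agonist. Dosing: single dose, 3.0 µM nominal final compound concentration. Timing: compound 6 min at room temperature before oxytocin, 100 s read. Signal: kinetic Fluo-8 calcium fluorescence. Controls: oxytocin EC15 low and EC100 high.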
V1R ag counter = counter-screen for oxytocin receptor agonists: human V1a receptor agonists; P37288; CHO-V1R cells, Fluo-8 calcium fluorescence, agonist mode; 0% DMSO, 100% 3 nM vasopressin; activation, % at 3 µM; actives 0.25% (n = 320,000); AID 2797;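 active means activation above the mean activation of all tested compounds plus 3 SD, per screening run, cut at about 20% in these data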;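 further: signal is peak over basal fluorescence ratio across a 100 second FLIPR read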
Target sequence (P37288 whole entry, looked up): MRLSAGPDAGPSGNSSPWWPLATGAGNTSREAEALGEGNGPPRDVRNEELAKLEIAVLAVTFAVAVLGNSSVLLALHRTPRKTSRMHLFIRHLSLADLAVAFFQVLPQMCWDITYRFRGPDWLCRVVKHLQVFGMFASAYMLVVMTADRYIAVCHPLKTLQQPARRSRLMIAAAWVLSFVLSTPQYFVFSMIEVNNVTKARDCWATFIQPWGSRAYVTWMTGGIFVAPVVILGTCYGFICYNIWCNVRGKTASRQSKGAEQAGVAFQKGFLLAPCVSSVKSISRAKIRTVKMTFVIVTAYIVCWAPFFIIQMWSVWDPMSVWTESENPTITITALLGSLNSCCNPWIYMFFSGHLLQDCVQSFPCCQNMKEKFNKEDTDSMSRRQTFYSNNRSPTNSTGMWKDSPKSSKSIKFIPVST
MEKK2 WT-MEK5 = raises or lowers MEK5 binding to wildtype human MEKK2 PB1 domain. bead flow cytometry, Alexa488-MEK5 binding to MEKK2 WT; actives lie on both sides. binding response (% of control), % at 10 µM. Q9Y2U5. actives 1.1% (n = 290,000); in the data active means binding response below about 67% or above about 130%
OXTR agonist = agonists of human oxytocin receptor; P30559; actives 0.32% (n = 320,000); CHO-OTR cells, Fluo-8 calcium fluorescence; normalized: DMSO 0%, oxytocin 100%; activation, % at 3 µM;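 active means activation above the mean of all tested compounds plus 3 SD, cutoff set per screening run, cut at about 20% in these data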;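 further: peak over basal fluorescence ratio from a 100 s FLIPR kinetic read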
M18AAP inhibitor = blocks P. falciparum M18 aspartyl aminopeptidase; AID 1822; inhibition, % at 7.35 µM; recombinant PfM18AAP, H-Glu-NHMec fluorogenic cleavage; actives 1.2% (n = 290,000);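 active means inhibition above the campaign mean inhibition over all tested compounds plus 3 SD, cut at about 28% in these data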;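 further: 0% = plate median of test compound wells and 100% = 2 mM ZnCl2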
MEKK2mut PB1 HTS = signal of MEK5 binding to mutant human MEKK2 PB1 domain; bead flow cytometry, Alexa488-MEK5 binding to MEKK2 mutant; percent response, % at 10 µM; actives 0.35% (n = 290,000); AID 1530; in the data active means percent response above about 24%, passing the limit was not always enough; further: inactives centre near 1; some results filed as inactive read as strong as hits
GalR3 antag = antagonists of human GalR3; O60755; HEK293 GalR3-CNG cAMP membrane potential fluorescence; galR3 body fused to GalR1 C-terminus; inhibition, % at 3 µM; actives 0.44% (n = 360,000);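 active means inhibition above the screen-wide average plus 3 SD, cut at about 13% in these data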;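 further: forskolin and galanin both at EC90 stimulate the cells; cAMP rise reported by CNG channel membrane potential dye signal; 0% = forskolin plus galanin with DMSO and 100% = forskolin alone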
Target sequence (O60755 1-299 limits assumed): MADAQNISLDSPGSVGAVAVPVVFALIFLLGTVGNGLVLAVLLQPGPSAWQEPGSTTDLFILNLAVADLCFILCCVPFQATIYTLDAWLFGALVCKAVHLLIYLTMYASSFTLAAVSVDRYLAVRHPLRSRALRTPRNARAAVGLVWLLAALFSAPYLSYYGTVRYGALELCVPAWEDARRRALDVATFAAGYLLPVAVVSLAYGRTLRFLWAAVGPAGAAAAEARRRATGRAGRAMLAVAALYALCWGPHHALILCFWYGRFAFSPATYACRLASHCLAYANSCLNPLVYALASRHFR
GPR7 antagonist = blocks human GPR7 receptor signaling | inhibition, % at 4.4 µM | P48145 | GPR7-expressing cells, fluorescence antagonist assay | actives 1.1% (n = 290,000); in the data active means inhibition above about 16%, passing the limit was not always enough;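 further: cells stimulated with the agonist NPW; 0% = agonist with vehicle and 100% = vehicle without agonist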
Target sequence (P48145 whole entry, looked up): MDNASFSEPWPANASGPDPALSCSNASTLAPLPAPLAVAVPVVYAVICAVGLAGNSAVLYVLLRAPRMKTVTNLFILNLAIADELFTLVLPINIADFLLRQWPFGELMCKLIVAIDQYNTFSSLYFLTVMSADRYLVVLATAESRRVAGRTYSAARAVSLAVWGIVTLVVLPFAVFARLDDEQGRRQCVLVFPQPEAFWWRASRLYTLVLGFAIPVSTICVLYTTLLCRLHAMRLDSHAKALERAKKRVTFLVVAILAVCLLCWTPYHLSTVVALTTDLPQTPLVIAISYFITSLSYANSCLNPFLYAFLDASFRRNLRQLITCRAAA
Starred values were filed as active, the others as inactive; · = no result given.

SMILES | NALP1 inh | OXTR potentiate | V1R ag counter | MEKK2 WT-MEK5 | OXTR agonist | M18AAP inhibitor | MEKK2mut PB1 HTS | GalR3 antag | GPR7 antagonist
O=S(=O)(c1ccc2ccccc2c1)N1CCN(C(=S)Nc2ccc(F)cc2)CC1 | 30 | -4 | -0.4 | 98 | 0.0 | 9 | -1 | 2 | -5
CCOC(=O)c1c(C)c(C(=O)NCc2ccco2)c(C)n1Cc1ccccc1 | -2 | -3 | -1.3 | 113 | -0.9 | 14 | 6 | · | -3
N#Cc1c(N)nc(Sc2ccc(Cl)cc2)c(C#N)c1-c1ccccc1Cl | 7 | -14 | 0.8 | 82 | 2.1 | 0 | -11 | 7 | -12
Cc1ccc2c(Cl)cc(Cl)c(OCc3c(C)noc3C)c2n1 | 10 | 4 | -1.4 | 97 | -1.9 | -11 | -5 | 0 | 0
Cc1cccc(OCCCC(=O)NNC(=O)CCN2CCN(c3ccccc3)CC2)c1 | · | -7 | 5.2 | · | 2.7 | · | · | -4 | ·
CCN=C(NCC)SC1CC(=O)N(c2ccc(OCC)cc2)C1=O (configuration not stated) | 0 | -7 | 3.2 | 99 | -0.3 | 4 | 3 | 0 | -21
Cc1ccc(C2CC2/C(=N/O)c2ccc(F)cc2)cc1 (configuration not stated) | 19 | -4 | -1.0 | 96 | -1.9 | -14 | -2 | -12 | 24
COc1ccccc1NC(=O)c1nn(C)cc1Br | 14 | -3 | -0.8 | 102 | -1.7 | 2 | 2 | 0 | 0
O=C(Nc1nnc(SCC(=O)N2CCOCC2)s1)c1ccccc1 | 22 | -4 | 0.5 | 97 | -0.2 | 2 | -2 | -4 | -6
Cc1cc(C=O)c(C)n1-c1ccc(NC2CCCC2)c([N+](=O)[O-])c1 | · | -7 | -0.2 | · | -2.7 | · | · | -7 | ·

Limited to OXTR potentiate, GalR3 antag and NALP1 inh, for three of the compounds above:
SMILES | OXTR potentiate | GalR3 antag | NALP1 inh
Cc1ccc2c(Cl)cc(Cl)c(OCc3c(C)noc3C)c2n1 | 4 | 0 | 10
Cc1cccc(OCCCC(=O)NNC(=O)CCN2CCN(c3ccccc3)CC2)c1 | -7 | -4 | ·
CCN=C(NCC)SC1CC(=O)N(c2ccc(OCC)cc2)C1=O (configuration not stated) | -7 | 0 | 0

Next results
SMILES | NALP1 inh | OXTR potentiate | V1R ag counter | MEKK2 WT-MEK5 | OXTR agonist | M18AAP inhibitor | MEKK2mut PB1 HTS | GalR3 antag | GPR7 antagonist
COc1ccc(Cl)cc1C(=O)N1CCN(Cc2ccc3c(c2)OCO3)CC1 | 20 | -7 | -1.1 | 107 | -0.1 | 0 | 2 | -6 | -6
Cc1cccc(COc2ccc(/C=N/NC(=O)c3nnn(-c4nonc4N)c3C)cc2)c1 | 5 | 2 | 0.5 | 99 | 1.0 | -1 | 3 | -4 | 0
CCC(NC(C)C)C(O)c1ccc(O)c(O)c1 (configuration not stated) | 26 | 0 | 0.6 | 93 | 0.1 | 52* | 3 | · | -8
CCN(CC(=O)Nc1c(F)cccc1F)C(=O)/C=C/c1ccc2c(c1)OCO2 | · | -5 | -0.7 | · | -0.2 | · | · | -1 | ·
CNS(=O)(=O)c1cnccc1N1CCN(c2cccc(Cl)c2)CC1 | · | -11 | 5.2 | 104 | 3.6 | 13 | 2 | -4 | 8
COc1cccc(C(=O)Nc2ccc(NC(=O)Cc3ccccc3)cc2)c1 | -1 | -5 | 2.3 | 111 | 24* | 1 | 13 | -11 | -15
O=C(Nc1ccccc1)OCCOc1ccc(Br)cc1 | 9 | · | · | 101 | · | 3 | 6 | -3 | -19
CC1=C/C(=N\OS(=O)(=O)c2ccccc2)C=CC1=O | 5 | -9 | 13 | 102 | 18 | 16 | -2 | · | -2
Cc1ccc(NC(=O)CS(=O)CC(=O)N2CCN(c3ccccc3)CC2)cc1 (configuration not stated) | 4 | 5 | 2.2 | 98 | 1.2 | 4 | 1 | -7 | -23
CC(NS(=O)(=O)c1ccc(CCC(=O)N2CCN(C)CC2)cc1)c1ccccc1 (configuration not stated) | 9 | -25 | 0.6 | 98 | 3.5 | -4 | -1 | -6 | -12
CCc1ccc(NC(=O)C(C)OC(=O)C2CCC(=O)N2)cc1 (configuration not stated) | 29 | -4 | -0.1 | 101 | -0.3 | 3 | -3 | -6 | 0
CCc1cccc(OC2OC(CO)C(O)C(O)C2NC(C)=O)c1 (configuration not stated) | 3 | -1 | 1.9 | 113 | 0.9 | -2 | 0 | 4 | -9
COc1nccnc1NS(=O)(=O)c1ccc(NC(=S)NC(=O)c2ccccc2F)cc1 | 1 | -2 | 0.3 | 122 | 0.7 | 0 | 22 | 1 | -4
COc1ccc(/C(O)=C2/C(=O)C(=O)N(CCCN(C)C)C2c2ccccc2)cc1Cl (configuration not stated) | 13 | · | · | 104 | · | 2 | 1 | · | -10
CC(C)c1nnc(-c2ccc(Cl)cc2)c(N(C)C)n1 | 10 | -14 | -1.0 | 99 | -2.8 | -2 | -1 | -1 | -5
CCCn1nnc(NC(=O)c2sc3ccccc3c2Cl)n1 | 27 | 2 | -0.4 | 81 | -0.9 | 16 | -14 | -2 | -12
COc1cccc(/C=C/C(=O)OCC(=O)Nc2cccc(S(=O)(=O)N3CCCCC3)c2)c1OC | 32 | -9 | 4.9 | 96 | 3.9 | 1 | -4 | 6 | 1
O=c1oc2ccccc2c2c1ncn2CCN1CCOCC1 | 18 | -2 | 0.3 | 100 | 1.2 | -6 | -2 | -3 | 3
COc1ccccc1NC(=O)Nc1nnc(CC(=O)Nc2cccc(C)c2)s1 | · | -5 | 0.1 | 114 | 1.0 | -8 | 4 | -6 | 8
COC(=O)Cn1c(CCS(=O)(=O)c2ccc(C)c(C)c2)nc2ccccc21 | 32 | 1 | -0.1 | 99 | -1.1 | -1 | -1 | 4 | 2
CCN(/N=C/c1ccccc1)c1cc(=O)n(C)c(=O)[nH]1 | 10 | -5 | 0.4 | 105 | -1.1 | -10 | 0 | -3 | -1
CCOc1ccc(NC(=O)c2ccc3c(SCC(=O)O)c4c(nc3c2)CCCC4)cc1 | 7 | -14 | -0.2 | 113 | -0.5 | -2 | 4 | 1 | -5
Cn1c(=O)n(C)c2cc(NC(=O)Cc3ccccc3[N+](=O)[O-])ccc21 | -8 | -1 | 1.6 | 114 | 1.3 | 1 | 16 | -2 | 2
COc1ccc(Nc2cc(Cl)nc(N)n2)cc1 | 13 | -4 | -0.1 | 96 | -0.1 | 4 | -3 | 0 | -3
Cc1ccn2c(CN3CCOCC3)c(-c3ccccc3)nc2c1 | 23 | -8 | -1.5 | 102 | 2.4 | -12 | 3 | -2 | 1
C=CCOc1ccc(C2C(C#N)=C(N)N(Nc3ccccc3)C3=C2C(=O)CC(C)(C)C3)cc1OC (configuration not stated) | -2 | 3 | 9.0 | 98 | -2.4 | -3 | 5 | -3 | -14
Cc1ccccc1NC(=O)Cc1nc(COC(=O)COc2ccc(C(C)(C)C)cc2)cs1 | · | -3 | 1.9 | · | 1.2 | · | · | -7 | ·
OC(COC1CCCCC1)CN1CCCCC1 (configuration not stated) | -14 | -2 | 0.3 | 99 | -0.1 | -3 | -3 | -9 | -9
CC(=O)c1ccc(S(=O)(=O)NCCC(=O)OCC(=O)NCCc2ccccc2)cc1 | 6 | -13 | 1.7 | 109 | 0.0 | -9 | 6 | 0 | -15
CC1CCC(C(=O)c2c(O)c3ccccc3oc2=O)CC1 (configuration not stated) | 16 | 1 | 0.1 | 99 | 1.2 | 5 | -1 | -2 | -5
O=C(CC1C(=O)NCCN1Cc1ccoc1)NCCc1ccc(Cl)cc1 (configuration not stated) | 6 | -5 | 0.8 | 96 | -0.5 | 9 | -7 | -3 | -4
CCn1c2ccccc2c2nc3ccccc3nc21 | 7 | -1 | -1.0 | 94 | -2.3 | -1 | -3 | · | -5
COc1ccccc1-c1noc(CCC(=O)NC2CCCCC2)n1 | 9 | -13 | 0.5 | 105 | -0.7 | 1 | 4 | 3 | -4
COc1ccc(CCNC(=O)c2noc(C)c2[N+](=O)[O-])cc1OC | 15 | -7 | -0.1 | 100 | 0.0 | 4 | 3 | -11 | -1
CN(CC(=O)Nc1ccccc1Cl)C(=O)COC(=O)c1cccs1 | · | 1 | 1.9 | · | 1.6 | · | · | -2 | ·
O=C(Nc1c(Cl)cc(Cl)cc1C(=O)NCCN1CCOCC1)c1ccc(Cl)cc1Cl | -62 | -4 | -1.0 | 100 | -2.2 | -6 | 5 | -6 | 7
O=S1(=O)c2cccc3cccc(c23)N1Cc1ccc(-c2nnco2)cc1 | 11 | -16 | 4.7 | 103 | 6.2 | 3 | -1 | 1 | -5
C=CCn1c(SCC(=O)N2CC(=O)Nc3ccccc32)nc2scc(-c3ccccc3)c2c1=O | 20 | -11 | 0.8 | 104 | -0.4 | 7 | 3 | -3 | -9
CCOC(=O)Cc1csc(N/N=C/c2ccc(Cl)cc2)n1 | 9 | -1 | 1.1 | 94 | -0.8 | 6 | -18 | -7 | 0
COC(=O)c1nc(C(=O)OC)c(C(=O)OC)nc1C(=O)OC | 23 | -5 | 1.5 | 99 | -0.1 | 1 | 0 | 5 | -10
c1ccc(-n2nnnc2Oc2ccc(-n3ccnc3)cc2)cc1 | 2 | -9 | -0.3 | 110 | 0.3 | 6 | 5 | -1 | 14
COc1ccc(NC(=O)NNC(=O)c2cc3occc3n2C)c(OC)c1 | 17 | -7 | 1.3 | 103 | 0.5 | 61* | 3 | -6 | -4
Cc1ccc(NC(=O)C(C)OC(=O)Cc2c[nH]c3ccccc23)cc1S(=O)(=O)N1CCOCC1 (configuration not stated) | · | -14 | 3.2 | · | 3.2 | · | · | 0 | ·
Cc1c(Cl)cccc1NC(=O)C1COc2ccccc2O1 (configuration not stated) | 16 | -11 | 0.6 | 101 | -2.2 | 3 | 3 | -6 | -9
Oc1[nH]c2ccccc2c1C=Nc1ccc2c(c1)OCO2 | 7 | -5 | -0.2 | 99 | 0.2 | 7 | 4 | -4 | -12
O=C1Nc2ccccc2SC(c2ccccc2)C1O (configuration not stated) | 4 | -5 | 0.8 | 101 | 0.8 | 4 | -2 | -3 | -10
C/C(=N\NC(=O)c1ccc(Cl)cc1)c1cccc(NC(=O)c2cccnc2)c1 | 27 | -6 | 0.1 | 97 | -1.1 | 5 | 0 | -8 | -5

In the list so far, 3 have an NH in an aromatic ring:
SMILES | NALP1 inh | OXTR potentiate | V1R ag counter | MEKK2 WT-MEK5 | OXTR agonist | M18AAP inhibitor | MEKK2mut PB1 HTS | GalR3 antag | GPR7 antagonist
CCN(/N=C/c1ccccc1)c1cc(=O)n(C)c(=O)[nH]1 | 10 | -5 | 0.4 | 105 | -1.1 | -10 | 0 | -3 | -1
Cc1ccc(NC(=O)C(C)OC(=O)Cc2c[nH]c3ccccc23)cc1S(=O)(=O)N1CCOCC1 (configuration not stated) | · | -14 | 3.2 | · | 3.2 | · | · | 0 | ·
Oc1[nH]c2ccccc2c1C=Nc1ccc2c(c1)OCO2 | 7 | -5 | -0.2 | 99 | 0.2 | 7 | 4 | -4 | -12

Bioassay records from PubChem.
